TcdB inh = TcdB glycohydrolase inhibitors, primary screen, biochemical, single point, plate reader. 350,000 compounds, 0.24% hits. TcdB glycohydrolase enzymatic assay. inhibition, % at 9.99 µM; in the data active = inhibition above about 10%
Target sequence (P18177 whole entry, looked up): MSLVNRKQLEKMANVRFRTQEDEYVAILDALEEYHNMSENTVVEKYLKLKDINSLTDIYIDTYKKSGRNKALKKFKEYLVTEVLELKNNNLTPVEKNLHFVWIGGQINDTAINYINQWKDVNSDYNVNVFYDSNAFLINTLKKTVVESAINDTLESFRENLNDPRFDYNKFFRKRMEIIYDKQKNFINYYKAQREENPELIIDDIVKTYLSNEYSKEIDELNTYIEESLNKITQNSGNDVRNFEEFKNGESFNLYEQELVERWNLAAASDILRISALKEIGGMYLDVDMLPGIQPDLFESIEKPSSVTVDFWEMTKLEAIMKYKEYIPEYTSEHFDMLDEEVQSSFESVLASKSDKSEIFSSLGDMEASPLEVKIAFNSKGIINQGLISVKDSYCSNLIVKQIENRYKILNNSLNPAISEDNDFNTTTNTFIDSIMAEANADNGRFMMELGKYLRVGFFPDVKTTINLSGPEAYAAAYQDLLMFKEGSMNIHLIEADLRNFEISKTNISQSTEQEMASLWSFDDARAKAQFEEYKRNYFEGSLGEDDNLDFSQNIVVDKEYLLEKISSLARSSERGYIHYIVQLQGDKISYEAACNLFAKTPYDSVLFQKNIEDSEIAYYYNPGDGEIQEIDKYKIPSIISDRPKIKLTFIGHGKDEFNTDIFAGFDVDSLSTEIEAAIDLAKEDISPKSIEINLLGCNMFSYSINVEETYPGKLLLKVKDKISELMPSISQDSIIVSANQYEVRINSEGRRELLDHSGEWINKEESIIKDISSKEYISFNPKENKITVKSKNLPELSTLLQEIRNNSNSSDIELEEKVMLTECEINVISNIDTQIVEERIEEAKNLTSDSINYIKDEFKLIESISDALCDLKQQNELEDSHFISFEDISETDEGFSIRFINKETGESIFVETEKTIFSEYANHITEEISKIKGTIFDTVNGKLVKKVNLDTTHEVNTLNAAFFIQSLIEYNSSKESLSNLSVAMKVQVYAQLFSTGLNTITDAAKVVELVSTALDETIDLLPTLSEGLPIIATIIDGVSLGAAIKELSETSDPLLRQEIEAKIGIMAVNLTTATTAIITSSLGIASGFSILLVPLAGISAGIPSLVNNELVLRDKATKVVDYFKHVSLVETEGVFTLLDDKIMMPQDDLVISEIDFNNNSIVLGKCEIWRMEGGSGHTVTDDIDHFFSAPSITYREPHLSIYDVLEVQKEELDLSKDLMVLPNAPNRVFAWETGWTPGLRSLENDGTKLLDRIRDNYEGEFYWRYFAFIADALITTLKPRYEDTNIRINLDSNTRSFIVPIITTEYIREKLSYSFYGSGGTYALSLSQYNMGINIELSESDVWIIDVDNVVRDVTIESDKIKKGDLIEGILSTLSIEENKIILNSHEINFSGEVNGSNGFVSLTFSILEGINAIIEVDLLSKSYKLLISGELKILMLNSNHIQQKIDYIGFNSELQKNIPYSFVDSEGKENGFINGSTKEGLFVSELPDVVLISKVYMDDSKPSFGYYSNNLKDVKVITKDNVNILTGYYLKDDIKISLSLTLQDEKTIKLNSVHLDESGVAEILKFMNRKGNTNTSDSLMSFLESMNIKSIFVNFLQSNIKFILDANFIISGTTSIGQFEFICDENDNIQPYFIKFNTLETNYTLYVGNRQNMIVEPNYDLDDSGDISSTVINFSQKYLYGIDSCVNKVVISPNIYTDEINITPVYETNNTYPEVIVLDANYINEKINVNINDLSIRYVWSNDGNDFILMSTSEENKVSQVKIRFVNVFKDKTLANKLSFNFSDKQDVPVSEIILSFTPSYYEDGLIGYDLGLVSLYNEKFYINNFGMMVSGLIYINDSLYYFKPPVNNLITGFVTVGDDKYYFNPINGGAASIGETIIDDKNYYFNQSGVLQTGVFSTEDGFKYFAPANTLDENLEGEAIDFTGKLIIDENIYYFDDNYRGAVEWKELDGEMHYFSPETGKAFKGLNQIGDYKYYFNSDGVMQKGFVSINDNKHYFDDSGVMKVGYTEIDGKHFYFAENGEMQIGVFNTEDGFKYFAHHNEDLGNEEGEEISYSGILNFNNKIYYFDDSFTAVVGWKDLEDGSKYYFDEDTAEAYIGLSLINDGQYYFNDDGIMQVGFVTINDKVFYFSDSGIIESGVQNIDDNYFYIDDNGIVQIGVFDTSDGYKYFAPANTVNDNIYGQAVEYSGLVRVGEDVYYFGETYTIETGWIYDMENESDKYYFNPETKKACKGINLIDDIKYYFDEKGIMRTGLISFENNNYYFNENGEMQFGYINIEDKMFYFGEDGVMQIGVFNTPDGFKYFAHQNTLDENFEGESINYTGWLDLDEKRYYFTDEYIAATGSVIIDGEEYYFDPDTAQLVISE
* hit, by the source's call.

Start of the data: the first four compounds (preview)
SMILES	TcdB inh
Cc1ccc(S(=O)(=O)N(C)C[C@H]2Oc3cc(C#Cc4ccncc4)ccc3S(=O)(=O)N([C@@H](C)CO)C[C@H]2C)cc1	0.5
COc1ccccc1S(=O)(=O)N(C)C[C@H]1Oc2cc(/C=C/c3ccccc3)ccc2S(=O)(=O)N([C@@H](C)CO)C[C@@H]1C	-1.3
C[C@@H]1CCCCO[C@H](CN(C)C(=O)NC2CCCCC2)[C@@H](C)CN([C@@H](C)CO)C(=O)c2cc(NC(=O)Cc3ccccc3)ccc2O1	-0.5
COc1cccc(-c2ccc([C@@H]3[C@@H](C#N)N(C(=O)Cc4ccccc4)[C@@H]3CO)cc2)c1	0.2

The whole of this part, previewed entries included:
SMILES	TcdB inh
Cc1ccc(S(=O)(=O)N(C)C[C@H]2Oc3cc(C#Cc4ccncc4)ccc3S(=O)(=O)N([C@@H](C)CO)C[C@H]2C)cc1	0.5
COc1ccccc1S(=O)(=O)N(C)C[C@H]1Oc2cc(/C=C/c3ccccc3)ccc2S(=O)(=O)N([C@@H](C)CO)C[C@@H]1C	-1.3
C[C@@H]1CCCCO[C@H](CN(C)C(=O)NC2CCCCC2)[C@@H](C)CN([C@@H](C)CO)C(=O)c2cc(NC(=O)Cc3ccccc3)ccc2O1	-0.5
COc1cccc(-c2ccc([C@@H]3[C@@H](C#N)N(C(=O)Cc4ccccc4)[C@@H]3CO)cc2)c1	0.2
CN(C)C(=O)c1ccc(-c2ccc(C3[C@@H]4CN(C(=O)Cc5ccncc5)C[C@H]3N4)cc2)cc1 (some centres not stated)	0.4
O=C(O)C[C@H]1CC[C@H](NC(=O)c2ccncc2)[C@@H](CO)O1	-0.3
COc1ccc(S(=O)(=O)Nc2ccc3c(c2)CC(=O)N([C@@H](C)CO)C[C@@H](C)[C@@H](CN(C)S(=O)(=O)c2cccs2)O3)cc1	0.9
COC(=O)C[C@H]1C=C[C@H](NC(=O)Nc2ccccc2F)[C@@H](CO)O1	0.4
CN(C)CC#Cc1ccc([C@@H]2[C@H](CO)N3CCCCN(C(=O)Cc4ccccn4)C[C@@H]23)cc1	1.3
Cc1noc(C)c1NC(=O)N(C)C[C@@H]1OCCCC[C@H](C)Oc2ccc(NC(=O)Cc3ccccc3)cc2C(=O)N([C@H](C)CO)C[C@@H]1C	1.6
C[C@@H]1CN([C@H](C)CO)C(=O)Cc2cc(NC(=O)C3CCCCC3)ccc2O[C@@H]1CN(C)C(=O)Nc1ccc2c(c1)OCO2	-1.2
CO[C@H]1CN(C)C(=O)c2cc(NC(=O)Nc3ccc(Cl)cc3)ccc2OC[C@@H](C)NC[C@@H]1C	3.5
C[C@H]1CN([C@@H](C)CO)C(=O)c2cccc(NS(=O)(=O)c3cn(C)cn3)c2O[C@H]1CN(C)Cc1ccc(Cl)c(Cl)c1	-0.4
C[C@@H]1C=C(C(=O)N2CCCCCCC2)O[C@H](OCc2ccc(CO)cc2)C1	0.3
CC(C)NC(=O)Nc1ccc2c(c1)C(=O)N([C@@H](C)CO)C[C@@H](C)[C@H](CN(C)C(=O)Cc1ccccc1)OCCCC[C@H](C)O2	0.3
C[C@H](CO)N1C[C@H](C)[C@@H](CN(C)Cc2ccc(Cl)c(Cl)c2)Oc2ccc(NC(=O)CCCN(C)C)cc2CC1=O	0.7
C[C@@H]1CN([C@H](C)CO)C(=O)c2cc(NC(=O)CCN3CCOCC3)ccc2O[C@@H]1CN(C)C(=O)Nc1ccccc1	-0.6
CO[C@H]1CN(C)C(=O)c2ccc(NC(=O)NC(C)C)cc2OC[C@H](C)N(C(=O)CN(C)C)C[C@@H]1C	-4.5
COc1ccc(-c2cnc3c(c2)C(=O)N([C@@H](C)CO)C[C@@H](C)[C@@H](CN(C)C(=O)Cc2cccnc2)O3)cc1	-0.8
COCC(=O)Nc1ccc2c(c1)[C@@H]1C[C@@H](CC(=O)N[C@@H](C)c3ccccc3)O[C@H](CO)[C@@H]1O2	0.2
O=C(NC[C@H]1CC[C@H]2[C@H](CN2Cc2ccc(Oc3ccccc3)cc2)O1)C1CCOCC1	-0.1
COCCCNC(=O)C[C@H]1C[C@@]2(C(=O)OC)C(=C[C@H](COCc3ccccc3)O[C@@H]2C)N(CCC2=CCCCC2)C1=O	0.3
CCCC#Cc1cnc2c(c1)C(=O)N([C@H](C)CO)C[C@@H](C)[C@H](CN(C)C(=O)C1CCOCC1)O2	-0.1
CN1CCN(C(=O)C[C@H]2CC[C@H](NS(=O)(=O)c3cccc(F)c3)[C@@H](CO)O2)CC1	-0.6
COc1ccc(CN(C)C[C@@H]2Oc3ccc(NC(=O)CCN4CCOCC4)cc3C(=O)N([C@H](C)CO)C[C@H]2C)cc1	-0.8
CCCN(C)C[C@@H]1Oc2ncc(-c3cccc(C(=O)N(C)C)c3)cc2C(=O)N([C@@H](C)CO)C[C@@H]1C	0.4
O=C(C1CCOCC1)N1CC(=O)N2[C@H](CO)[C@@H](c3ccc(C#Cc4cccc(F)c4)cc3)[C@H]2C1	1.4
COC(=O)C[C@@H]1CC[C@H]2[C@@H](COC[C@H](O)CN2S(=O)(=O)c2ccccc2C)O1	0.9
COc1ccc(-c2ccc3c(c2)[C@@H]2[C@@H](CCN2S(=O)(=O)c2ccc(OC)cc2)[C@@H](CO)N3C)cc1	0.0
C[C@@H]1CN([C@H](C)CO)C(=O)c2cc(NC(=O)CCCN(C)C)ccc2O[C@@H]1CN(C)C(=O)Nc1cccc2ccccc12	-0.3
COc1ccccc1-c1cnc2c(c1)C(=O)N([C@@H](C)CO)C[C@@H](C)[C@@H](CN(C)Cc1cccc(F)c1)O2	1.4
C[C@@H]1CN([C@@H](C)CO)C(=O)c2cc(-c3cncnc3)cnc2O[C@H]1CN(C)C(=O)Cc1ccccn1	-3.0
CCC(=O)Nc1ccc2c(c1)C(=O)N(C)[C@H]1CC[C@@H](CC(=O)NCCOC)O[C@@H]1CO2	-0.8
CC(=O)NC[C@@H]1[C@@H](c2ccc(-c3ccccc3)cc2)[C@@H](CO)N1C(=O)C1CCC1	-0.4
CC(C)C#Cc1ccc2c(c1)O[C@H](CN(C)C(=O)CN(C)C)[C@@H](C)CN([C@H](C)CO)S2(=O)=O	-6.3
CN1CCN(C(=O)[C@H]2[C@H](CO)[C@H]3Cn4c(ccc(-c5ccncc5)c4=O)[C@H]3N2CC2CC2)CC1	-0.8
C[C@@H]1CN([C@H](C)CO)C(=O)c2cc(NC(=O)C3CCCCC3)ccc2O[C@H]1CN(C)Cc1ccccc1	-0.6
CC(=O)N(C)C[C@H]1Oc2cc(C#C[C@@H](C)O)ccc2S(=O)(=O)N([C@H](C)CO)C[C@H]1C	-0.6
CCC(=O)Nc1ccc2c(c1)C(=O)N(C)[C@@H]1CC[C@@H](CC(=O)NCCc3ccccc3)O[C@H]1CO2	-1.8
O=S(=O)(c1cccs1)N1CCCCN2[C@H](CO)[C@H](c3ccc(Br)cc3)[C@H]2C1	-1.0

Some of these compounds in order of heavy-atom count, ascending:
SMILES	TcdB inh
CN1CCN(C(=O)[C@H]2[C@H](CO)[C@H]3Cn4c(ccc(-c5ccncc5)c4=O)[C@H]3N2CC2CC2)CC1	-0.8
COc1ccccc1-c1cnc2c(c1)C(=O)N([C@@H](C)CO)C[C@@H](C)[C@@H](CN(C)Cc1cccc(F)c1)O2	1.4
C[C@@H]1CN([C@H](C)CO)C(=O)c2cc(NC(=O)CCCN(C)C)ccc2O[C@@H]1CN(C)C(=O)Nc1cccc2ccccc12	-0.3

Part of the list above in a different format:
Molecule: COC(=O)C[C@@H]1CC[C@H]2[C@@H](COC[C@H](O)CN2S(=O)(=O)c2ccccc2C)O1
- TcdB inh = 0.9

Molecule: COc1ccc(-c2ccc3c(c2)[C@@H]2[C@@H](CCN2S(=O)(=O)c2ccc(OC)cc2)[C@@H](CO)N3C)cc1
- TcdB inh = 0.0

Molecule: C[C@@H]1CN([C@H](C)CO)C(=O)c2cc(NC(=O)CCCN(C)C)ccc2O[C@@H]1CN(C)C(=O)Nc1cccc2ccccc12
- TcdB inh = -0.3

Molecule: COc1ccccc1-c1cnc2c(c1)C(=O)N([C@@H](C)CO)C[C@@H](C)[C@@H](CN(C)Cc1cccc(F)c1)O2
- TcdB inh = 1.4

Continued.
SMILES	TcdB inh
CN(C)CC(=O)N1CCCCN2[C@@H](CO)[C@@H](c3ccc(-c4cccnc4)cc3)[C@@H]2C1	-2.7
CC(C)NC(=O)N(C)C[C@@H]1Oc2ccc(NS(=O)(=O)c3cn(C)cn3)cc2CC(=O)N([C@H](C)CO)C[C@H]1C	0.3
O=C(NC1CCCC1)N1CC(=O)N2[C@H](CO)[C@@H](c3ccc(-c4ccc(F)cc4)cc3)[C@H]2C1	-0.9
CCc1cnc(N2[C@H](C#N)[C@@H](c3ccccc3)[C@H]2CO)s1	0.4
CCCNC(=O)N(C)C[C@H]1Oc2cc(C#CCC(C)C)ccc2S(=O)(=O)N([C@@H](C)CO)C[C@H]1C	-1.0
CN1[C@@H]2CN(C(=O)C3CCOCC3)c3ccccc3[C@@H]2[C@@H]1CO	-0.5
O=C(c1ccccc1F)N1C[C@@H]2[C@H](c3ccccc31)[C@H](CO)N2C(=O)c1ccccc1	-1.6
C[C@H](CO)N1C[C@H](C)[C@H](CN(C)C(=O)Nc2ccccc2)Oc2ncc(C#CC3CCCC3)cc2C1=O	-0.1
Cc1noc(C)c1S(=O)(=O)N(C)C[C@@H]1OCCCC[C@H](C)Oc2ccc(NC(=O)NC(C)C)cc2C(=O)N([C@H](C)CO)C[C@H]1C	0.2
COc1ccc(C2=Nc3ccccc3N(C(=O)c3ccc(C)cc3)C2C(=O)NCc2ccccc2)cc1 (configuration not stated)	0.3
C[C@H]1CN([C@@H](C)CO)C(=O)c2cc(-c3cccnc3)cnc2O[C@@H]1CN(C)S(C)(=O)=O	-0.6
CCS(=O)(=O)N[C@@H]1C=C[C@H](CC(=O)NCc2ccccn2)O[C@@H]1CO	-1.5
OC[C@@H]1[C@@H](c2ccc(/C=C/c3ccccc3)cc2)[C@@H]2CN(Cc3cncnc3)CCCCN12	-0.2
COc1ccc(NC(=O)N(C)C[C@@H]2Oc3ccc(NC(=O)c4ccncc4)cc3C(=O)N([C@H](C)CO)C[C@H]2C)cc1	2.7
Cc1ccc(S(=O)(=O)N(C)C[C@H]2Oc3ccc(NC(=O)C4CCCCC4)cc3CC(=O)N([C@H](C)CO)C[C@H]2C)cc1	1.1
C[C@H](CO)N1C[C@H](C)[C@H](CN(C)C(=O)C2CCC2)Oc2ncc(C#CCc3ccccc3)cc2C1=O	0.4
CN(C)C(=O)C[C@@H]1CC[C@H]2[C@H](COc3ccc(NC(=O)c4ccc(F)cc4)cc3C(=O)N2C)O1	0.7
CCC(=O)Nc1ccc2c(c1)OC[C@@H](C)N(Cc1ccccc1F)C[C@@H](C)[C@H](OC)CN(C)C2=O	-0.5
C[C@@H]1CN([C@@H](C)CO)C(=O)c2cc(NS(C)(=O)=O)ccc2O[C@@H]1CN(C)C(=O)Nc1ccc(C(F)(F)F)cc1	-7.8
C[C@H](CO)N1C[C@H](C)[C@@H](CN(C)C(=O)Nc2ccccc2)Oc2ccc(NS(C)(=O)=O)cc2C1=O	-5.3
COc1ccc(NC(=O)Nc2ccc3c(c2)C(=O)N([C@H](C)CO)C[C@H](C)[C@@H](CN(C)CC2CC2)OCCCC[C@H](C)O3)cc1	0.3
COc1ccc(-c2cnc3c(c2)C(=O)N([C@H](C)CO)C[C@H](C)[C@@H](CN(C)C(=O)NC2CCCC2)O3)cc1	0.5
CO[C@@H]1CC[C@H]2CCN(C)C(=O)CCCN(C)C(=O)c3cc(C#N)ccc3OC[C@@H]1O2	1.0
C[C@H]1CN([C@@H](C)CO)C(=O)c2cc(C3=CCCCC3)cnc2O[C@H]1CN(C)C(=O)NC1CCCC1	-0.7
CC(C)(C)NC(=O)C(c1ccccc1)n1c(=O)c(-c2ccco2)nc2ccccc21 (configuration not stated)	-0.4
CC(C)NC(=O)N1CCCCN2[C@H](CO)[C@@H](c3ccc(C#C[C@@H](C)O)cc3)[C@@H]2C1	0.2
Cc1noc(C)c1S(=O)(=O)Nc1cccc2c1O[C@@H](CN(C)S(=O)(=O)c1ccc(F)cc1)[C@@H](C)CN([C@@H](C)CO)C2=O	-0.3
C[C@@H]1CN([C@H](C)CO)C(=O)c2cccc(NC(=O)C3CCOCC3)c2O[C@H]1CN(C)C(=O)Nc1ccc(F)cc1	-0.5
COc1ccccc1CNC(=O)C[C@@H]1C=C[C@@H](NC(=O)CC2CC2)[C@@H](CO)O1	-2.3
CC(C)C#Cc1cnc2c(c1)C(=O)N([C@H](C)CO)C[C@@H](C)[C@@H](CN(C)C(=O)CCN1CCCCC1)O2	0.7
CO[C@@H](CN(C)C(=O)c1ccccc1F)[C@H](C)CN([C@H](C)CO)S(=O)(=O)c1ccc(F)cc1	0.7
Cc1ccc(S(=O)(=O)N(C)C[C@H]2Oc3ccc(NS(=O)(=O)c4ccc(F)cc4)cc3CC(=O)N([C@H](C)CO)C[C@@H]2C)cc1	1.0
C[C@H]1CN([C@@H](C)CO)S(=O)(=O)c2ccc(-c3cncnc3)cc2O[C@@H]1CN(C)C(=O)NC1CCCC1	-0.2
CO[C@@H]1CN(C)C(=O)c2cc(NC(C)=O)ccc2OC[C@H](C)N(Cc2cccc(F)c2)C[C@@H]1C	-2.4
COc1ccc(CNC(=O)C[C@@H]2CC[C@@H](NC(=O)c3ccc4c(c3)OCO4)[C@H](CO)O2)cc1	-0.7
C[C@H]1CN([C@@H](C)CO)C(=O)c2cc(C3=CCCC3)cnc2O[C@H]1CN(C)C(=O)Cc1ccncc1	-0.1
C[C@H](CO)N1C[C@H](C)[C@H](CN(C)S(=O)(=O)c2cccs2)OCCCC[C@H](C)Oc2ccc(NS(=O)(=O)c3ccc(F)cc3)cc2C1=O	-0.6
C=CC[C@@]1(C(=O)N2CCOCC2)N=C(c2ccc(OCCCO)cc2)O[C@@H]1c1ccccc1	-0.7
CC(C)NC(=O)Nc1ccc2c(c1)C(=O)N(C)[C@@H]1CC[C@@H](CC(=O)NCc3ccc(F)cc3)O[C@@H]1CO2	-0.1
Cc1noc(C)c1NC(=O)Nc1cccc2c1O[C@@H](CN(C)Cc1ccc(-c3ccccc3)cc1)[C@H](C)CN([C@@H](C)CO)C2=O	-0.1
C[C@@H]1CN([C@H](C)CO)C(=O)CCCn2nncc2CO[C@@H]1CN(C)C(=O)Nc1cccc(F)c1	0.4
C[C@@H]1CN([C@@H](C)CO)C(=O)Cc2cc(N(C)C)ccc2O[C@@H]1CN(C)S(=O)(=O)c1ccccc1	-3.8

Screening results: PubChem, Broad Institute

A portion of the library (hit frequency here may not be typical).
